WT yeast gro inh = growth inhibition of WT strain, primary screen, mitochondrial fusion inhibitor project, WT and mutant strains, chemical genetic | 2.1% of 190,000 active | AID 1362, 2008 | inhibition, % at 10 µM | mitochondrial fusion phenotypic screen; in the data active = inhibition above about 58%; tested in S. cerevisiae
P. falciparum M17LAP = P. falciparum M17LAP inhibitors, primary screen, biochemical, fluorogenic H-Leu-NHMec substrate, 1536-well (AID 1619); 0.38% of 220,000 active; recombinant M17LAP, H-Leu-NHMec fluorogenic kinetic assay; higher % means a stronger effect; Leucine aminopeptidase (Plasmodium falciparum (isolate 3D7)); inhibition, % at 30 µM; hits with a dose series show IC50 in µM;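 active = compound inhibiting the enzyme by more than half at any dose during confirmatory dose-response retesting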;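 note: plate controls were full reaction with DMSO carrier for no effect and no enzyme background for full effect; strong numbers were not always called active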
T cell modulator = modulators of CD8 T cell-vesicle binding, primary screen, mouse 2C CD8+ T cells, flow cytometry; calls only at 7 µM; 0.068% of 330,000 active; 2C CD8+ T cell-vesicle binding; stronger effect = lower value;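 active = response, share of CD8 T cells binding vesicles, and their 90th percentile fluorescence all below set limits, cut at about 80% in these data, passing the limit was not always enough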
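Read-out – percent CD8+ FL2 mean versus row control · System – murine 2C transgenic CD8+ T lymphocytes · Times – 1.5 h cell–vesicle binding at 37 °C, then 20 min icy labelling · Control set – naked vesicles low, QL9 vesicles with vehicle high · Detection – cytometric PE anti-B7-1 and Alexa647 anti-CD8 signals after 1% paraformaldehyde fixation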
Dynein transport = inhibitors of GR-EGFP nuclear translocation, primary screen, dynein cargo transport inhibitor project, imaging, high-content, 3617.4 mouse cells; test concentration mostly 20 µM; stimulated with dexamethasone, 1 µM; stronger effect = lower value; 0.47% of 220,000 active; z-score, hits read low;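 active = plate z-score of nuclear minus cytoplasmic receptor signal below a set negative limit, without overly bright fluorescence or cell loss, cut at about -3.5 in these data, passing the limit was not always enough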;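 note: z-score of nuclear minus cytoplasmic ring GR-EGFP intensity difference per well; some compounds called inactive have numbers as strong as hits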
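Buffer or medium – tet-free medium with charcoal-stripped serum · Signal – automated 10x imaging of fixed Hoechst-stained cells · Also added – dexamethasone agonist, 1.0 µM final, for 30 min · Incubation – induction 48 h, compound 1 h, agonist 30 min · Read-out – GR-EGFP nuclear translocation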
Autophagy mod = autophagy modulators in MEF cells, primary screen, imaging, high-content, MEF GFP-LC3. MEF GFP-LC3 puncta imaging; test concentration mostly 10 µM. calls only at 10 µM (by protocol). 0.98% of 190,000 active. AID 463193, 2010;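 active = percentage of spot-positive cells more than 3 SD above its plate mean, without a fluorescence outlier flag or 80% toxicity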;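 note: spot-positive cell cutoff set from DMSO-treated cells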
MT stabilizer = microtubule stabilizers in HeLa cells, primary screen, imaging, high-content imaging | % tubulin-high responders, % at 10 µM | HeLa tubulin immunostaining HCS, 24 h; share of cells brighter than vehicle mean+2SD | 0.83% of 200,000 active | AID 2205, 2009;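 active = plate Z-score above 3 for both tubulin-high and condensed-nucleus cell shares, with cell loss under 80%, at 10 µM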;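 note: anti alpha tubulin signal scored within the nucleus-defined area of each cell; some results filed as inactive read as strong as hits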
bCat nuc transl = modulators of beta-catenin nuclear translocation, primary screen, imaging, HeLa cells, immunofluorescence, high-content | 0.3% of 190,000 active | nuclear translocation activity, % at 5 µM | AID 1665, 2009;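 active = nuclear translocation activity above 50% at 5 µM, with a well cell count of 50 or more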;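 note: per-cell ratio of nuclear to cytoplasmic median beta-catenin stain intensity; plate controls were DMSO negative control for no effect and GSK-3 inhibitor IX positive control for full effect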
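Technique: fluorescence imaging of beta-catenin antibody stain plus DAPI / Material: human HeLa cell line / Incubation: compound treatment 24 h, 37°C, 5% CO2 / Read-out basis: % activation of per-cell nuclear versus cytoplasmic median beta-catenin signal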
Yfh1-depleted yeast = enhancers of respiration in Yfh1-depleted yeast, dose response, Friedreich's ataxia, plus single-dose screen (AID 1465); S. cerevisiae Yfh1-off respiration, WST-1 reduction, 72 h; higher fold induction means a stronger effect; fold induction at 50 µM; hits with a dose series show EC50 in µM; 0.074% of 220,000 active;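 active = fold induction of absorbance versus untreated yeast above a set limit, then at least 30% activation at any dose in follow-up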;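 note: activators that raise dye reduction in frataxin-depleted yeast; strong numbers were not always called active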
M1AAP inhibition = P. falciparum M1AAP inhibitors, biochemical, fluorogenic H-Leu-NHMec substrate, 1536-well (AID 1445). 0.42% of 220,000 active. inhibition, % at 30 µM; hits with a dose series show IC50 in µM. recombinant M1AAP, H-Leu-NHMec fluorogenic kinetic assay; higher % means a stronger effect;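 active = primary inhibition above the hit cutoff, then over 50% inhibition at one or more dose response concentrations, cut at about 23% in these data, passing the limit was not always enough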;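 note: plate controls were DMSO full reaction for no effect and no enzyme background for full effect; strong numbers were not always called active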
WT yeast gro inh mutant strain = also measured in WT yeast gro inh; calls as there; inhibition, %; mitochondrial fusion phenotypic screen, mutant strain inhibition
Dynein transport cytoplasmic EGFP = second read-out of Dynein transport, no call of its own (marks repeat the call); z-score; measured here: cytoplasmic GR-EGFP intensity; stronger effect = higher value
Dynein transport nuclear GR-EGFP = also measured in Dynein transport; calls as there; z-score; measured here: nuclear GR-EGFP intensity;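 lower value marks the stronger effect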
Dynein transport cell count = second read-out of Dynein transport, no call of its own (marks repeat the call); z-score; measured here: cell count per field
bCat nuc transl cell count 5 µM = recorded beside bCat nuc transl, whose call it bears; cell count; measured here: cell count, cytotoxicity flag
T cell modulator vesicle-bound % = also measured in T cell modulator; calls as there; double positive events, %; measured here: CD8+ vesicle-bound cell fraction;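 binding gate set so that unloaded-vesicle control wells show 10% double positive cells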
MT stabilizer Hoechst-high % = second read-out of MT stabilizer, no call of its own (marks repeat the call); % Hoechst-high responders; measured here: nuclear condensation Hoechst responders;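 share of cells brighter than vehicle mean plus two SD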
MT stabilizer cytotoxicity % = recorded beside MT stabilizer, whose call it bears; toxicity, %; measured here: cytotoxicity by cell density;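 0% = mean cell density of plate MIN control wells and 100% = no cells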
Autophagy mod cell loss 18 h = second read-out of Autophagy mod, no call of its own (marks repeat the call); toxicity, %; measured here: cell loss, nuclei count;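 cell loss after 18 h compound exposure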
* = called active by the depositor; i = inactive; · = no result given.

SMILES | WT yeast gro inh | WT yeast gro inh mutant strain | P. falciparum M17LAP | T cell modulator | T cell modulator vesicle-bound % | Dynein transport | Dynein transport cytoplasmic EGFP | Dynein transport nuclear GR-EGFP | Dynein transport cell count | Autophagy mod | Autophagy mod cell loss 18 h | MT stabilizer | MT stabilizer Hoechst-high % | MT stabilizer cytotoxicity % | bCat nuc transl | bCat nuc transl cell count 5 µM | Yfh1-depleted yeast | M1AAP inhibition
CCn1cc(CN(C)C(=O)CSc2nc(-c3ccco3)cc(C(F)(F)F)n2)c(C)n1 | · | · | · | i | 38.0 | -1.43 | -0.139 | -0.649 | 0.593 | i | -5.3 | 8.6 | 3.4 | 1.5 | · | · | i | ·
Nc1ccccc1NC1=CC(=O)CC(c2ccco2)C1 (stereo unspecified) | 15.9 | 7.8 | 20.5% | i | 5.5 | -0.847 | -0.129 | -0.361 | 0.88 | i | -8.9 | 4.4 | 3.0 | 2.6 | 1.6 | 991 | i | 22.2%
Cc1nn2c(Nc3ccccc3)c3c(nc2c1-c1ccccc1)CCC3 | 14.2 | 1.3 | -0.1% | i | 30.7 | -0.128 | -0.237 | 0.0282 | 0.35 | i | 10.3 | 3.1 | 3.3 | 5.6 | -0.9 | 1010 | i | 1.6%
COc1ccc(NC(=S)N2CCN(Cc3ccc(C)cc3)CC2)cc1 | -4.1 | 3.5 | 6.4% | i | 23.5 | -0.384 | -0.312 | -0.234 | 0.407 | i | 21.9 | 1.7 | 1.8 | 7.2 | -2.6 | 1097 | i | 5.5%
COc1ccc(S(=O)(=O)Nc2cc(C)c(O)cc2C(C)C)cc1 | -15.6 | 5.4 | 7.2% | i | 24.3 | 0.308 | -0.29 | 0.522 | -0.125 | i | 0.1 | 2.6 | 1.5 | 2.6 | -1.4 | 1078 | i | 9.2%
Cc1ccc(-c2csc(-c3c[nH]c4ccccc34)n2)cc1 | · | · | 3.0% | i | 51.2 | 0.762 | -0.179 | 0.221 | 0.417 | i | -38.6 | 3.8 | 2.9 | 8.9 | -4.9 | 1111 | i | 8.6%
C#CCOCCOCCOCCNc1nc(N2CCN(C(=O)[C@H](Cc3cc4ccccc4[nH]3)n3cc([C@@H](N)C(C)CC)nn3)CC2)nc(N2CCN(C(=O)[C@H](CCCCN)n3cc([C@@H](N)CO)nn3)CC2)n1 (stereo partly specified) | -12.9 | -4.6 | 6.0% | · | · | 1.37 | -0.0825 | 1.32 | -2.14 | i | 32.5 | 0.8 | 1.2 | 5.0 | 3.1 | 1008 | · | 4.8%
COc1ccc(OC)c(NC(=O)c2cc3n(n2)C(C(F)(F)F)CC(c2ccc4c(c2)OCO4)N3)c1 (stereo unspecified) | · | · | · | i | 16.4 | 1.99 | -0.353 | 0.653 | -0.0695 | i | 4.8 | 3.9 | 1.4 | 2.3 | -8.0 | 1098 | i | ·
Cc1ccc(-n2ncc3c(SCc4cccc(C)c4)ncnc32)cc1 | -6.5 | -4.8 | -6.0% | i | 43.4 | -0.13 | -0.246 | -0.187 | 0.341 | i | 7.1 | 2.9 | 1.9 | 4.9 | -3.3 | 1112 | i | 3.4%
Cc1c(CNCCC2=CCCCC2)c(C(=O)O)c(C)n1Cc1ccccc1 | 4.8 | 3.8 | 3.9% | i | 6.6 | 0.853 | -0.259 | 0.351 | -0.634 | i | 9.8 | 7.2 | 1.8 | 1.5 | 0.3 | 1079 | i | 6.6%
CN(CCc1ccccn1)S(=O)(=O)c1ccc(F)cc1 | 7.4 | 25.1 | 5.7% | i | 54.3 | 0.748 | -0.127 | 0.969 | -1.03 | i | -2.4 | 7.3 | 1.7 | 6.2 | -3.5 | 932 | i | 1.2%
CC(C)(C)NCc1cc(Cl)ccc1OCc1cccs1 | 19.0 | 13.4 | 13.1% | i | 22.4 | 0.602 | -0.0782 | 0.242 | -0.284 | i | 1.0 | 5.4 | 2.2 | 6.2 | -0.1 | 1020 | i | -2.4%
O=[N+]([O-])c1ccc(N2CCN(C(=S)c3cccc([N+](=O)[O-])c3)CC2)cc1 | · | · | 5.4% | i | 21.7 | 0.602 | -0.236 | 0.724 | -0.526 | · | · | · | · | · | -1.7 | 1284 | i | 3.7%
N#CCc1ccc(NS(=O)(=O)c2ccc(N3CCCC3=O)cc2)cc1 | 0.1 | -3.7 | -8.6% | i | 64.5 | 0.308 | -0.179 | 0.338 | 0.418 | i | -2.4 | 3.4 | 2.8 | 8.0 | 4.4 | 962 | i | 0.1%
COc1ccc(/C=N/NC(=O)CN(C)S(=O)(=O)c2ccc(NC(C)=O)cc2)cc1 | -9.3 | 3.4 | 12.4% | i | 23.7 | -1.1 | -0.256 | -0.525 | 1.02 | i | -13.5 | 2.3 | 1.9 | 11.5 | -0.9 | 1183 | i | 8.6%
COc1ccc(CN2CCC(CNC(=O)NC3CCCCC3)CC2)cc1 | 7.2 | 11.4 | 4.0% | i | 52.3 | -0.412 | -0.281 | 0.0752 | 0.167 | i | 9.4 | 5.6 | 2.9 | 6.9 | -0.2 | 1146 | i | 5.9%
C=CCn1c(-c2ccco2)n[nH]c1=S | 7.4 | 6.7 | -7.0% | i | 35.4 | 0.431 | -0.206 | 0.161 | 0.222 | i | 12.1 | 9.7 | 2.2 | 1.5 | -1.1 | 1399 | i | -2.5%
COc1ccc(/C=N/NC(=O)c2ccn[nH]2)cc1Cn1nc(C)c([N+](=O)[O-])c1C | · | · | 3.0% | i | 58.6 | -0.197 | -0.231 | 0.485 | -0.338 | · | · | · | · | · | -1.7 | 1342 | i | -0.6%
CCSc1nnc(NC(=O)C2CCN(S(=O)(=O)c3cc(C(F)(F)F)ccc3Cl)CC2)s1 | 6.4 | -11.9 | 2.3% | i | 18.3 | -0.63 | -0.275 | 0.485 | 0.34 | i | 7.9 | 4.3 | 3.4 | 3.4 | -1.0 | 962 | i | 1.6%
Cc1cc(C(F)(F)F)c(C#N)c(=O)[nH]1 | -9.0 | -3.0 | -194.6% | i | 30.4 | -0.419 | -0.146 | -0.247 | -0.127 | i | 1.7 | 3.0 | 1.8 | 6.4 | 1.2 | 1067 | i | 8.6%

Copied from the list.
Value for C=CCn1c(-c2ccco2)n[nH]c1=S under MT stabilizer Hoechst-high %: 2.2
Value for COc1ccc(/C=N/NC(=O)CN(C)S(=O)(=O)c2ccc(NC(C)=O)cc2)cc1 under T cell modulator vesicle-bound %: 23.7

Carrying on:
SMILES | WT yeast gro inh | WT yeast gro inh mutant strain | P. falciparum M17LAP | T cell modulator | T cell modulator vesicle-bound % | Dynein transport | Dynein transport cytoplasmic EGFP | Dynein transport nuclear GR-EGFP | Dynein transport cell count | Autophagy mod | Autophagy mod cell loss 18 h | MT stabilizer | MT stabilizer Hoechst-high % | MT stabilizer cytotoxicity % | bCat nuc transl | bCat nuc transl cell count 5 µM | Yfh1-depleted yeast | M1AAP inhibition
COc1cc2[nH]c(=S)nc(NC3CCCCCC3)c2cc1OC | 14.1 | 10.0 | 5.1% | i | 45.8 | -0.123 | -0.294 | 0.206 | 0.235 | i | -18.7 | 2.1 | 0.8 | 2.4 | -0.4 | 1135 | i | 6.0%
CCN(CC)S(=O)(=O)c1ccc2c(c1)nc(SCn1nnc3ccccc3c1=O)n2CC | -9.7 | -4.4 | -0.1% | i | 32.7 | -0.235 | 0.255 | 0.174 | 0.13 | i | 25.0 | 1.0 | 0.9 | 7.4 | · | · | i | 8.2%
CCCC1CC(C)(/C(C)=N\NC(N)=S)OC1=O (stereo unspecified) | -14.3 | -16.3 | -0.6% | i | 50.8 | 0.64 | -0.25 | 0.59 | -0.746 | i | -10.5 | 2.8 | 1.6 | 7.4 | 0.3 | 926 | i | 5.6%
CCOC(=O)c1c(NC(=O)C2CCCN(S(=O)(=O)c3ccc(C)cc3)C2)sc2c1CCCC2 (stereo unspecified) | -3.6 | 10.0 | -8.8% | i | 59.5 | 0.77 | -0.252 | 0.483 | -0.379 | i | 19.8 | 1.8 | 1.7 | 7.9 | -4.4 | 549 | i | -1.9%
COC(=O)CCNC(=O)c1ccc2[nH]c(C)c(C)c2c1 | 3.2 | -1.2 | -3.1% | i | 44.9 | 0.745 | -0.372 | 0.611 | -0.0489 | i | -2.6 | 4.5 | 1.8 | 6.6 | -1.5 | 1121 | i | 0.9%
CCc1cccc(C)c1NC(=S)N(CCCN1CCOCC1)Cc1cccnc1 | -3.9 | -7.3 | 5.5% | i | 43.0 | -1.2 | 1.59 | -0.695 | 0.753 | i | -10.0 | 2.3 | 2.3 | 7.1 | · | · | i | 0.7%
C=CCc1ccccc1OCC(O)CNC(=O)c1ccccc1C(=O)O (stereo unspecified) | · | · | -6.3% | i | 16.8 | 0.19 | -0.245 | 0.477 | 0.425 | · | · | · | · | · | -0.4 | 1377 | i | 0.5%
Cc1ccc(C(=O)N/C(=C\c2cccc([N+](=O)[O-])c2)C(=O)OCN2C(=O)c3ccccc3C2=O)cc1 | -3.8 | 7.0 | 3.8% | i | 52.3 | -0.958 | 0.884 | -0.345 | 0.836 | i | -3.5 | 3.5 | 1.3 | 11.4 | -0.4 | 930 | i | 1.3%

From PubChem BioAssay
